CHRM4 PAM – positive allosteric modulators of human muscarinic M4 receptor | P08173 | CHO-K1 hM4/Gqi5, Fluo-8 calcium fluorescence, ACh EC20; 0% = ACh EC20, 100% = maximal ACh | activation, % at 3 µM | hit rate 0.4% among 360,000;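 active means activation above its plate's cutoff, the mean activation of sample wells plus 3 SD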; further: some results filed as inactive read as strong as hits
GalR3 antag – human GalR3 antagonism. HEK293 GalR3-CNG cAMP membrane potential fluorescence; galR3 body fused to GalR1 C-terminus. hit rate 0.44% among 360,000. inhibition, % at 3 µM. O60755. AID 651719;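 active means inhibition above the screen-wide average plus 3 SD, cut at about 13% in these data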;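 further: forskolin and galanin both at EC90 stimulate the cells; cAMP rise reported by CNG channel membrane potential dye signal; 0% = forskolin plus galanin with DMSO and 100% = forskolin alone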
CRFR2-BP ag – CRF-BP/CRF-R2 complex agonism | HEK293 CRF-R2/CRF-BP, calcium dye fluorescence (FLIPR); percent of saturating CRF peptide response | activation, % at 13.2 µM | hit rate 0.46% among 350,000 | AID 588473;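 active means activation of at least 50%, plus an integration ratio under a set limit after plate pattern correction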;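 further: plate controls were neutral control wells without compound for no effect and CRF at EC100 for full effect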
IDE cell activ – activators of human insulin-degrading enzyme in cells. P14735. HEK cells, FAbeta-B cleavage, fluorescence polarization; 0% vehicle, 100% cell-free pure enzyme wells. activation, % at 5.96 µM. hit rate 0.073% among 340,000;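 active means activation above the mean of all tested compounds plus 3 SD, set per screening campaign, cut at about 17% in these data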
CRFBP-R2 block – CRF-BP/CRF-R2 complex antagonism; HEK293 CRF-R2/CRF-BP, CRF-induced calcium fluorescence; inhibition, % at 11.8 µM; hit rate 0.59% among 350,000; AID 588475;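 active means inhibition of the ligand-induced calcium signal above about 50% at the single tested concentration, limit read from the data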
PHOSPHO1 inh – PHOSPHO1 (human) inhibition. Q8TCT1. recombinant PHOSPHO1, absorbance phosphatase assay. inhibition, % at 13.3 µM. hit rate 1.1% among 290,000. AID 1565; in the data active means inhibition above about 60%
MEKK3 PB1 HTS – MEKK3-MEK5 PB1 interaction, increase or decrease. Q99759. hit rate 1.4% among 290,000. binding response (% of control), % at 10 µM. bead-based flow cytometry, Alexa488-MEK5 binding to MEKK3; actives lie on both sides; 0 = blocked by unlabeled MEK5, 100 = vehicle;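 active means binding response more than 3 SD above or below the average of its plate-row segment, actives on both sides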;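 further: Alexa488 bead fluorescence after subtracting the streptavidin-only scavenger bead signal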
p-CIP stab down – lowers stability of the mouse p/CIP coactivator protein; Q05BA5; F442A p/CIP-EGFP cells, EGFP fluorescence, 16 h; decrease of EGFP signal, % at 10 µM; hit rate 0.01% among 290,000;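 active means EGFP signal decrease of at least 30% at 10 µM or well 3 SD below plate mean, unless failing retest; inactive means the rest, including hits failing retest or dose response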; further: some compounds called inactive have numbers as strong as hits; many of its hits are not listed in these tables
Target sequence (Q05BA5 1-1403): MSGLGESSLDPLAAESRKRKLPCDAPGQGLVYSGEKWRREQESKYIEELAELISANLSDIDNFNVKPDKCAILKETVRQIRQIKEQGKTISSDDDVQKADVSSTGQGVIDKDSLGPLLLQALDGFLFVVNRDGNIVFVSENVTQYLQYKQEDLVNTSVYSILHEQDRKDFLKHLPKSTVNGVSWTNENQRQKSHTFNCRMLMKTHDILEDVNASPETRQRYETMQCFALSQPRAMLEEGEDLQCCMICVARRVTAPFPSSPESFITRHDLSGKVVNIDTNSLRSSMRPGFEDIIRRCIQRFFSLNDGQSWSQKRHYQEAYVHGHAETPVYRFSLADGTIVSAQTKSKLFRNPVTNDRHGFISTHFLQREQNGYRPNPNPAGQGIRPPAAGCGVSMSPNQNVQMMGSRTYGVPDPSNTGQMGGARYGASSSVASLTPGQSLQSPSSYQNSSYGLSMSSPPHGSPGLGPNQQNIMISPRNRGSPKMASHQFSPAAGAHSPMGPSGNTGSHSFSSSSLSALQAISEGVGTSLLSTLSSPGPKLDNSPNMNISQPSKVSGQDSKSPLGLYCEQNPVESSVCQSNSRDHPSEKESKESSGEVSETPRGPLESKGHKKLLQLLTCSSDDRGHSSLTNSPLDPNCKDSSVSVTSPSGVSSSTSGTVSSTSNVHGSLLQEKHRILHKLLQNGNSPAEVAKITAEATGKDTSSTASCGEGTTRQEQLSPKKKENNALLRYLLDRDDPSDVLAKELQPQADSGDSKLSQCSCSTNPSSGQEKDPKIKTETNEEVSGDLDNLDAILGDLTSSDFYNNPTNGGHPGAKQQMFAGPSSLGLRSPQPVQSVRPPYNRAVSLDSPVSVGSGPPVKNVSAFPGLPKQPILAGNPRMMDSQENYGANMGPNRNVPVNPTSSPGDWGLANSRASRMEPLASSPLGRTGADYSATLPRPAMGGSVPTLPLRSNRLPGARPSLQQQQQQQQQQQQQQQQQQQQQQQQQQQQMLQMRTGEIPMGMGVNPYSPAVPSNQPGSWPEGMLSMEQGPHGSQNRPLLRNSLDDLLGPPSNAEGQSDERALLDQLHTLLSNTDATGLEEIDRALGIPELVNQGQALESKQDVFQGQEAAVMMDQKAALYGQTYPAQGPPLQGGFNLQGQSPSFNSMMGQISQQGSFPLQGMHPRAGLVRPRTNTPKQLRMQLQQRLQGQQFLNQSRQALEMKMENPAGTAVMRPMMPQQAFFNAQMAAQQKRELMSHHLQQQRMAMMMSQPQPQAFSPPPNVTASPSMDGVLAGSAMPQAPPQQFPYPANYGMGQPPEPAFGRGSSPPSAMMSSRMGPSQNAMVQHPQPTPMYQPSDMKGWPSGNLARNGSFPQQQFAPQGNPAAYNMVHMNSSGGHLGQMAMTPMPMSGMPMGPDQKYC
IDE cell inh – inhibits human insulin-degrading enzyme in HEK cells; FAbetaB cleavage, fluorescence polarization; hit rate 0.41% among 320,000; P14735; inhibition, % at 5.59 µM;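 active means percent inhibition above the average of all tested compounds plus 3 SD, set per screening campaign, cut at about 16% in these data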;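 further: IDE supplied by intact live HEK cells; FP after avidin binding of uncleaved biotin substrate so inhibition keeps polarization high; 0% = DMSO wells and 100% = 60 µM reference IDE inhibitor Ii1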
Starred values were filed as active, the others as inactive; / = not tested or not shown. Outcome played no part in choosing rows, and some 4.2% of all compounds hit somewhere here.

SMILES	CHRM4 PAM	GalR3 antag	CRFR2-BP ag	IDE cell activ	CRFBP-R2 block	PHOSPHO1 inh	MEKK3 PB1 HTS	p-CIP stab down	IDE cell inh
CCOC(=O)C1(C(F)(F)F)N=C(C(F)(F)F)Nc2cc(C)c(C)cc21 (stereo unspecified)	5	-5	-8.0	-2	11	-1	87	-9	-2
NC(=O)CC(NC(=O)Cc1ccc(Br)cc1)c1ccc(N2CCC(N3CCCC3)CC2)c([N+](=O)[O-])c1 (stereo unspecified)	9	-4	-2.3	4	19	-13	101	0	0
COc1ccc(CNC(=O)N2CCN(S(=O)(=O)c3ccccc3)CC2)cc1	-9	-7	-2.1	4	-6	9	98	6	4
COc1cccc(NC(=O)c2ccccc2N2C(=O)C3C4C=CC(C4)C3C2=O)c1 (stereo unspecified)	1	-3	-0.9	6	-2	18	104	9	3
COc1cccc(-c2nc3c(c(SCC(=O)N4CCOCC4)n2)Cc2c(CO)cnc(C)c2O3)c1	-13	/	-0.7	8	20	21	102	-19	4
Cc1ccccc1C(=O)N1CCN(c2ccc(NC(=O)c3cccnc3Cl)cc2)CC1	10	1	1.1	7	6	37	95	-8	6
O=C(CCCN1C(=O)/C(=C/c2ccco2)SC1=S)Nc1cccc(C(=O)O)c1	1	0	1.3	2	-34	6	108	-20	10
COc1ccc(/C=C2\Sc3ccc(C(=O)NCCN4CCCCCC4)cc3N(C)C2=O)cc1	-6	0	-0.9	3	18	-52	108	4	2
CN(CC(=O)NC1(C)CCS(=O)(=O)C1)S(=O)(=O)c1ccc(Cl)cc1 (stereo unspecified)	4	2	1.0	1	5	/	/	/	1
COC(CNC(=O)c1ccc2c(c1)ncn2-c1cc(C)cc(C)c1)OC	-5	-8	-0.7	2	-6	29	105	-18	-5
COc1ccccc1CC(=O)N1CCN(C(=O)c2ccco2)CC1	3	-2	-1.8	2	-2	23	95	2	4
Cn1c(=O)n(CC(=O)Nc2cccnc2)c2ccccc21	6	-6	1.8	7	-12	/	94	/	2
CN(C(=O)c1cccc(NC(=O)Cc2ccc(NC(=O)C3CCN(S(=O)(=O)c4cccc([N+](=O)[O-])c4)CC3)cc2)c1)C1CCCC1	-1	-6	0.6	3	6	/	/	/	/
Cc1cc(NC(=O)C(Cl)Cl)cc2c1OCO2	5	-6	-0.4	2	-3	/	/	/	/
O=C(COC(=O)c1cccc(Cl)c1)NC1CCS(=O)(=O)C1 (stereo unspecified)	9	-6	-0.2	-2	-7	/	/	/	-5
CCOC(=O)c1cnc2cc(F)c(F)cc2c1N1CCOCC1	9	-5	-0.5	-1	-9	37	106	2	4
COc1cc(C(=O)Nc2nc3ccccc3[nH]2)ccc1OC(F)F	3	-2	-2.0	9	2	55	106	7	-2
CCCc1c(C)nc2c(Br)cccc2c1Cl	1	0	0.1	-1	-25	22	120	-3	5
CCOC(=O)C1=C(C(=O)OCC)N(CC2CCCCC2)CCC1=O	-5	-4	-3.1	1	-19	/	/	/	/
CCOc1ccc(NC(=O)COC(=O)C2CCC(=O)N2)c([N+](=O)[O-])c1 (stereo unspecified)	4	2	-1.7	4	9	/	/	/	/
Cc1cccc(C(=O)OCC(=O)NC2CC2)c1O	10	-7	-1.7	-3	-4	/	/	/	2
COc1ccc(-n2c(SCC(=O)Nc3ccc(C(=O)O)cc3)nnc2-c2cccs2)cc1	1	-4	-3.3	6	-10	14	102	-16	1
Cc1ccccc1CN1CCCC(C(=O)N2CCCCC2)C1 (stereo unspecified)	-5	-10	4.9	9	4	44	107	-9	0
COc1ccc(CNC(=O)Cn2c(=O)oc3cc(S(=O)(=O)N4CCCC4)ccc32)cc1	3	1	5.8	0	-16	6	97	-15	0
CCn1c2ccccc2c2cc(NC(=O)C(C)OC(=O)c3ccc(NC(=O)CC#N)cc3)ccc21 (stereo unspecified)	4	-7	3.1	-3	2	/	/	/	-2
Cc1cccc(S(=O)(=O)Nc2ccc(-c3nc4ccc(C)cc4s3)cc2)c1	2	-5	2.7	6	-51	0	103	4	1
COc1ccc(CC(=O)OCC(=O)Nc2ccc3[nH]c(=O)[nH]c3c2)cc1OC	1	-7	-1.7	/	7	/	/	/	/
O=C(NC1CCCCC1)NS(=O)(=O)c1ccc2c(c1)CCC2	2	-1	-7.9	-3	63*	/	/	/	/
O=C(NCc1ccc2c(c1)OCO2)c1nc(S(=O)(=O)Cc2ccccc2F)ncc1Cl	-10	-9	0.3	-5	7	22	99	-13	1
Cn1c(-c2ccccc2)cnc1NCc1ccc(-c2ccccc2)cc1	-2	-15	-0.6	2	1	36	101	-1	0

Looked up one by one from the list above (2):
SMILES	CHRM4 PAM	GalR3 antag	CRFR2-BP ag	IDE cell activ	CRFBP-R2 block	PHOSPHO1 inh	MEKK3 PB1 HTS	p-CIP stab down	IDE cell inh
CCOC(=O)c1cnc2cc(F)c(F)cc2c1N1CCOCC1	9	-5	-0.5	-1	-9	37	106	2	4
Cn1c(-c2ccccc2)cnc1NCc1ccc(-c2ccccc2)cc1	-2	-15	-0.6	2	1	36	101	-1	0

The list goes on.
SMILES	CHRM4 PAM	GalR3 antag	CRFR2-BP ag	IDE cell activ	CRFBP-R2 block	PHOSPHO1 inh	MEKK3 PB1 HTS	p-CIP stab down	IDE cell inh
O=C(NN=C1CCCCCCCCCCC1)c1cccc(S(=O)(=O)N2CCOCC2)c1	0	6	2.1	-1	-17	-2	87	-11	3
O=C1CCC/C=C/C[C@@H](CC(=O)N(CCO)Cc2ccccc2)C(=O)NC[C@H](c2ccccc2)O1	1	-7	-0.4	4	-4	/	/	/	-4
NC(=S)N=Nc1c(O)[nH]c2ccc(F)cc12	-1	0	-5.5	1	-1	1	108	9	-7
CCOC(=O)C1CCCN(c2c(NCc3ccco3)c(=O)c2=O)C1 (stereo unspecified)	6	-1	3.2	6	13	-7	104	-15	2
COc1ccc(CCNC(=O)C2(C)CCC(=O)N2Cc2ccc(F)cc2Cl)cc1OC (stereo unspecified)	0	-9	-0.5	1	-9	23	105	0	-4
CC1CN(C(=O)c2cc3c(s2)CCC3)CC(C)O1 (stereo unspecified)	9	-5	-1.6	-1	21	18	89	4	-3
COc1ccc(NC(=O)N(C)C[C@H]2OCCCC[C@@H](C)Oc3ccc(NC(=O)c4ccccc4)cc3C(=O)N([C@H](C)CO)C[C@@H]2C)cc1	6	-3	11	/	-12	/	/	/	/
Cc1nc(NC(=O)CSc2nnc(C3CC3)n2C)sc1C(=O)N(C)C	0	0	-0.6	2	15	/	101	2	1
Cc1cc(OCC(O)CNC(C)(C)C)ccc1Cl (stereo unspecified)	0	-6	3.8	/	-16	21	/	2	1
Cc1ccc(-c2ccc(/C=C3\C(=O)ON=C3c3ccccc3)o2)c([N+](=O)[O-])c1	13	-3	40	-4	-1	9	95	-23	-1
O=C(NCC1CCN(S(=O)(=O)c2ccccc2)CC1)Nc1ccc(F)cc1F	-9	-2	-0.3	-7	13	-1	86	4	15
COc1ccc(C(=O)C2CCN(C(=O)Nc3ccc(C)cc3)CC2)cc1	5	-8	0.3	2	2	43	103	-2	-1
O=C(Nc1ccc(S(=O)(=O)N2CCCC2)cc1)c1ccc(Cl)nc1	-2	3	0.7	0	-12	/	/	/	0
CC(OC(=O)Cc1c(F)cccc1Cl)C(=O)NCCC1=CCCCC1 (stereo unspecified)	1	-4	0.0	-1	25	12	93	-16	6
COc1ccc(NC(=O)CN(C)C(=O)CNC(=O)c2sc3ccccc3c2Cl)cc1	9	-3	-1.0	-1	-1	/	/	/	2
CC(C)COc1ccc(C(=O)NNC(=O)c2ccc(=O)[nH]c2)cc1	9	0	-0.2	0	-2	/	/	/	1
COc1ccc(CC(=O)Nc2nc(C)cs2)cc1S(=O)(=O)N1CCOCC1	-3	-4	4.5	-3	0	/	/	/	-4
Cn1cc(C(=O)Nc2ccc(Cl)c(Cl)c2)cn1	-9	-5	-0.2	1	10	/	/	/	6
Cc1nnc(NC(=O)CSc2nccn2-c2cccc(C)c2C)s1	-1	/	-1.2	3	8	28	105	-12	1
O=C(NCCF)C1Nc2ccc(OC(F)(F)F)cc2C2C=CCC12 (stereo unspecified)	7	-5	-0.4	0	4	/	100	/	0
CC1(C)Cc2cccc(OCC(=O)Nc3ccccc3N3CCOCC3)c2O1	13	0	-1.4	-4	-14	-2	102	2	5
O=C(c1ccc(N2CCCC2=O)cc1)N1CCN(c2ccccc2O)CC1	8	-4	-1.3	3	11	/	/	/	-4
O=C(O)c1cccnc1C(=O)O	5	-7	-0.6	3	-1	/	/	/	-3
CCOc1ccc(NC(=O)CCC(=O)c2ccc(OC)cc2)cc1	-5	-2	-1.4	4	6	39	108	-2	-3
Cn1ccs/c1=N\C(=O)Nc1cccc(C(F)(F)F)c1	12	-16	-0.8	-4	-3	/	101	8	4
Cc1ccc(Nc2ncnc3c2oc2ccccc23)cc1	2	-5	0.0	-4	11	9	/	-1	6
CCC(C)NCCCCOc1cc(C)cc(C(C)C)c1 (stereo unspecified)	-14	-6	-0.5	4	-37	0	100	2	2
O=S(=O)(Nc1ccc(O)c(Sc2nc3ccccc3s2)c1)c1ccc(F)cc1	-2	2	-3.0	-1	-44	1	102	4	8
CC1=CC2=NC(=O)/C(=C\c3cc(C)n(-c4ccc(F)cc4)c3C)C(=N)N2O1	3	-4	1.1	5	-59	7	78	0	-1
CCOC(=O)Cn1cc([N+](=O)[O-])c(OC)n1	4	3	3.6	2	-11	10	104	-1	5
CCCCCc1nc2c(c3c1CCCC3)CCCC2	/	-14	-0.7	/	-20	-3	90	6	0
COCCNC(=O)c1ccccc1NC(=O)Nc1ccccc1	-7	-3	2.6	-4	5	-7	78	8	3
O=C1NCCCC1C(=O)Nc1ccccc1C(F)(F)F (stereo unspecified)	14	1	0.3	6	-5	15	101	-4	4
Cn1c2ccc(Cl)cc2c2nc3ccccc3nc21	12	3	8.8	1	6	5	103	4	-3
Cc1ccc(OCC(=O)Nc2nnc(-c3ccco3)s2)cc1	7	-3	2.9	4	-13	4	113	-2	0
O=C(NCCCN1CCOCC1)c1ccc(Sc2ccc(Br)cc2)c([N+](=O)[O-])c1	7	1	-3.0	-3	32	-2	106	1	1
CN(C(=O)CSc1nc2c(c(=O)[nH]1)CCC2)c1ccccc1	-3	-5	0.4	-3	13	2	101	1	-1
O=C(NCc1ccncc1)C1CCN(S(=O)(=O)c2ccc(F)cc2)CC1	-6	8	0.6	-3	-4	36	87	-20	4
CCOC(=O)C(CSCC(=O)c1ccc(Cl)cc1)NC(=O)OC(C)(C)C (stereo unspecified)	6	0	-1.2	9	12	8	96	2	-8
C=CCn1c(C(C)NC(=O)c2ccc(C)cc2)n[nH]c1=S (stereo unspecified)	31	1	0.8	-4	-2	-5	97	6	2
O=C(c1ccc(Cl)s1)N1CCCC(N2CCN(c3ccc(F)cc3)CC2)C1 (stereo unspecified)	7	-10	-1.2	7	6	43	101	3	-5
O=C(CN1CCSCC1)N/N=C/c1ccc(F)cc1	-1	/	-1.6	3	-1	11	99	5	3
Cc1[nH]n(-c2ccc(C(=O)O)cc2)c(=O)c1CCO	1	-3	-0.4	/	30	32	110	3	/
CCC(=O)OC1(C)C(=O)C=C2C=C(c3ccc(C#N)cc3)OC=C2C1=O (stereo unspecified)	-2	-4	1.2	1	7	/	97	/	2
C=CCOC(=O)C1=C(C)N=c2s/c(=C3\C(=O)N(CC(=O)O)c4ccccc43)c(=O)n2C1c1ccc(OC)cc1 (stereo unspecified)	6	1	0.6	-18	19	-125	87	7	-1
CC(O)CNc1nc(Cl)c(C#N)s1 (stereo unspecified)	4	-2	-0.8	6	3	-4	101	10	-3
